# PV pol inh – inhibitors of poliovirus RNA polymerase binding and polymerization. hit rate 0.66% among 150,000. P03300. poliovirus polymerase elongation, fluorescence polarization; stronger effect = lower value. % elongation, % (compound at 16.7 µg/mL); in the data active = % elongation below about 90%; also: some results filed as inactive read as strong as hits
# Target sequence (P03300 1749-2209 limits assumed): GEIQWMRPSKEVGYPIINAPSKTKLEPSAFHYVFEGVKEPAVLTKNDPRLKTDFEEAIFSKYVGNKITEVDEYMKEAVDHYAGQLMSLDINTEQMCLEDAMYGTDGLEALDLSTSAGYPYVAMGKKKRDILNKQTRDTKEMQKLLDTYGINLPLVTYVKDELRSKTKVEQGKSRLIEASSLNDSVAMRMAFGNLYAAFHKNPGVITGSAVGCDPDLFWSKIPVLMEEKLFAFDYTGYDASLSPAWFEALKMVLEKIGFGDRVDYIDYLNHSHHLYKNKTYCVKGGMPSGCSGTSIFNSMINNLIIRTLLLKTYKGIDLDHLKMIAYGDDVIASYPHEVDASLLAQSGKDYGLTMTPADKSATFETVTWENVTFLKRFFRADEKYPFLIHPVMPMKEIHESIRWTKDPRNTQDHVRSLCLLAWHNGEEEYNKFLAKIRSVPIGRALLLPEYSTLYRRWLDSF
# PV pol inh FP z-score – second read-out of PV pol inh, no call of its own (marks repeat the call); z-score; measured here: FP z-score; hits read low
# The depositor's hits bear a star. The list is partial; rates above refer to the full screens.
SMILES,PV pol inh,PV pol inh FP z-score
CCC(=O)N1CCc2cc(S(=O)(=O)CCC(=O)NCc3ccc(F)cc3)ccc21,107,-0.5
O=C(N/C=C/c1cccs1)NCc1ccc(C(F)(F)F)cc1,106,0.5
COc1ccc(Cl)cc1NC(=O)Cn1c(=O)n(CCCC(=O)NCCc2ccc(OC)c(OC)c2)c(=O)c2ccccc21,110,1.1
S=C1NC2CCCCC2N1 (stereo not given),104,0.4
Cc1cc(=O)[nH]c(SCC(=O)N2CCC(Cc3ccccc3)CC2)c1C#N,103,0.1
O=C(O)CSc1nnc(-c2ccccc2)n1-c1ccccc1,101,-0.2
Cc1ccc(N2CC(NC(=O)c3ccco3)CC2=O)cc1 (stereo not given),110,0.6
CN(C(=O)c1ccccc1)C1CCCCC1,103,-0.3
COc1ccc(NC(=O)Nc2cc(-c3cn4cccnc4n3)ccc2OC)cc1,101,-1
COc1ccc(N2CC(c3nc(-c4ccccc4C)no3)CC2=O)cc1Cl (stereo not given),112,1.6
COc1cc(S(=O)(=O)N2CCC3(CC2)OCCO3)ccc1-n1cnnn1,102,-0.1
COc1ccc(N(C(=O)c2snc(C(N)=O)c2N)C(C(=O)NCc2ccc(F)cc2)c2ccc(C)o2)c(OC)c1 (stereo not given),104,0.6
COc1ccc(OC)c(-c2noc(N3CCN(c4ccc(C(C)=O)cc4)CC3)n2)c1,113,1.5
Cc1ccc(C(=O)C2=C(N)OC3=C(C(=O)CC(C)(C)C3)C2c2ccccc2)cc1 (stereo not given),99,-0.8
Cc1c(N=Nc2cnc(NC(=O)c3ccccc3)s2)c(=O)n(-c2ccccc2)n1C,99,-0.1
COC(=O)CCCn1c(-c2ccc(C)cc2)c(C)n2c3c(=O)n(C)c(=O)n(C)c3nc12,108,0.8
O=C(/C=C/c1ccc(Br)o1)OCC(=O)c1cccc(C(F)(F)F)c1,103,1
CCOC(=O)C(CC)n1c(Br)nc2c1c(=O)[nH]c(=O)n2C (stereo not given),100,-0.1
CC(C)(C)C(=O)COC(=O)c1cc2ccccc2cc1O,106,0.5
COC(=O)C1=C(C)OC(N)=C(C#N)C12C(=O)Nc1ccc(C)cc12 (stereo not given),103,0.7
COc1ccc(NCc2nnc(SCC(=O)c3ccc(OC)cc3)n2C)cc1,100,-0.4
COC(=O)c1nn(-c2cccc(Cl)c2)cc(OC)c1=O,102,0.1
Cc1ccc(-c2nc(N)sc2CC(=O)OCC(=O)N2CCOCC2)cc1,99,-0.4
CCN(C(=O)C1CCN(S(=O)(=O)c2ccc3c(c2)CCCN3C(=O)C2CCC2)CC1)c1cccc(C)c1,107,0
Cc1ccc(N(Cc2ccco2)S(=O)c2ccc3ccccc3c2)cc1 (stereo not given),103,0.2
CC(=O)Nc1ccc(S(=O)(=O)N2CCN(Cc3ccccc3Cl)CC2)cc1,101,0.1
O=C(NCCC(c1ccccc1)c1ccccc1)c1cccs1,96,-0.9
CCOC(=O)C1CCN(C(=O)COC(=O)c2cccnc2Nc2ccccc2F)CC1,104,0.1
COCCNC(=O)C1CCC(Cn2c(=S)[nH]c3ccccc3c2=O)CC1 (stereo not given),103,1.7
O=C1CCCC2=C1C(c1cccnc1)Nc1ccc3ccccc3c12 (stereo not given),102,0.1
COc1ccc(C(=O)c2ccccc2)cc1CN1CCOCC1,102,0.2
CC(C)C(=O)Nc1cccc(Cl)c1,107,0.3
COc1ccccc1-n1ccnc1SCC(N)=O,98,-1.1
COc1cccc(-c2ccc3c(N)c(C(=O)c4ccc(F)cc4)sc3n2)c1,140,4.8
CSc1nsc(NC(=O)Nc2ccccc2C(F)(F)F)n1,102,-0.1
CCCCC(CC)CN1CNC(=S)NC1 (stereo not given),99,-0.8
CC(C)(c1ccc(O)c(Cl)c1)c1ccc(O)c(Cl)c1,101,-0.2
N#Cc1ccc(-c2ccc(F)cc2)n(CC(=O)N2CCC(C(N)=O)CC2)c1=O,102,0.2
O=C1c2oc3ccccc3c(=O)c2C(c2ccccc2)N1c1nccs1 (stereo not given),101,-0.2
CC1CCc2c(sc(NC(=O)c3cc4nc(-c5ccccc5)cc(C(F)(F)F)n4n3)c2C#N)C1 (stereo not given),106,0.3

# Sorted by molar mass (low to high): some entries from above.
SMILES,PV pol inh,PV pol inh FP z-score
O=C1c2oc3ccccc3c(=O)c2C(c2ccccc2)N1c1nccs1 (stereo not given),101,-0.2
Cc1ccc(-c2nc(N)sc2CC(=O)OCC(=O)N2CCOCC2)cc1,99,-0.4
COc1ccc(NCc2nnc(SCC(=O)c3ccc(OC)cc3)n2C)cc1,100,-0.4

# Additional records follow:
SMILES,PV pol inh,PV pol inh FP z-score
Cc1ccc2nc(NC(=O)c3ccc(S(=O)(=O)N4CCCc5ccccc54)cc3)sc2c1,111,0.8
CCC(C(=O)Nc1cc(-c2cn3cccnc3n2)ccc1C)c1ccccc1 (stereo not given),110,0.8
CCC(=O)NC(Nc1ccc(O)cc1)(C(F)(F)F)C(F)(F)F,104,0
Cc1cccc(-n2nc(C)c(C(=O)N3CCCCC3)c2-n2cccc2)c1,100,-1
CCC(=O)OC1=C(C(C)=O)N(Cc2ccccc2)S(=O)(=O)c2ccccc21,114,1
C=CCS(=O)(=O)Nc1ccccc1,98,-0.8
Cc1cc(N2CCN(C3CCCCC3)CC2)c2nncn2n1,100,-0.9
CCCC(=O)NCCc1cc2ccc(C)cc2[nH]c1=O,101,0
COc1ccc(CNCC(=O)N2CCN(C(=O)CNCc3ccc(OC)cc3)CC2)cc1,105,0.8
CCCCC(=O)Nc1cccc(C(=O)N/N=C/c2ccco2)c1,101,0.1
C#CCn1c(-c2ccccc2)nc2ccccc21,102,-0.2
CCN(CC)c1cc2c(cc1F)c(=O)c(S(=O)(=O)c1ccccc1)cn2Cc1ccccc1,106,-0.4
O=C(COC(=O)c1cccnc1)NC(c1ccccc1)c1ccccc1,100,-0.7
CC(=O)c1ccc(NC(=O)CCOc2ccccc2)cc1,102,-0.2
CC(C)NP(=O)(c1ccccc1)C(C)(C)C (stereo not given),98,-0.3
CC(Sc1nnc(-c2cccnc2)n1N)C(=O)Nc1ccc2c(c1)OCCO2 (stereo not given),101,-0.2
C=CCn1c(SCC(=O)N2CCNC2=O)nc2scc(C3CC3)c2c1=O,93,-1.8
O=C(CSc1ncccn1)Nc1ccc2c(c1)CCC2,102,-0.1
CCOC(=O)c1ccc2c(c1)nc(C1CCN(S(=O)(=O)c3cccs3)CC1)n2CC,108,0.1
CCC(Sc1nncn2c1cc1occc12)C(=O)Nc1ccccc1OC (stereo not given),102,0.4
CC(C)c1ccc(Nc2ncnc3c2c(-c2ccccc2)cn3-c2ccccc2)cc1,109,0.4
Cn1cc(C(=O)NCc2ccc(Cl)cc2)c(=O)c2cc(S(=O)(=O)N3CCCCCC3)ccc21,105,0.1
Cc1ccc(NC(=O)CN2C(=O)c3ccccc3Sc3ncccc32)c(C)c1,109,0.4
O=C(CSc1ccccn1)N1CCc2ccccc21,100,-0.1
O=C1C(=Nc2ccccc2)c2ccccc2N1CN1CCN(c2ccccc2)CC1,105,0.1
CCc1cccc(NC(=O)CN(C)Cc2ccccc2OC)c1,103,-0.1
Cn1c(O)c(/C=N/c2sc3c(c2C#N)CCCC3)c2ccccc21,99,-0.9
Cc1ccc(CNC(=O)Cn2cccc2C(=O)c2ccccc2C)cc1,108,0.3
CC(OC(=O)Cn1cnc2c1c(=O)n(C)c(=O)n2C)C(N)=O (stereo not given),101,-0.2
CCCCN(C)S(=O)(=O)c1ccc(C(=O)Nc2nc3ccc4ccccc4c3s2)cc1,101,0
CC1CCCC(C2(O)C(=O)Nc3ccccc32)C1=O (stereo not given),102,0.2
COC(=O)c1ccc2[nH]c(C)cc(=O)c2c1,104,0.4
COc1cccc(Nc2nc3ccccc3c3nncn23)c1,106,0.3
COc1ccc(CNC(=S)NC(C)C)cc1OC,99,-0.5
O=C(/C(=C(\O)c1ccccc1)c1ncc[nH]1)c1ccccc1,103,0.2
CC(C)CCNC(=O)C1CCC(=O)N1CCc1ccccc1 (stereo not given),103,0.6
OC(Cn1cncn1)(Cn1cncn1)c1ccc(F)cc1F,98,-0.1
CCc1ccc(C2CC(=O)Nc3c2c(C)nn3-c2nc3ccccc3s2)cc1 (stereo not given),102,0.1
COc1ccc(Cn2nc3n(c2=O)-c2ccccc2OC3)cc1,104,-0.3
CC(C)(C)NC(=S)N/N=C/c1ccc(O)cc1,101,-0.1
CCC(CC)C1C(C#N)=C(N)SC(N)=C1C#N,102,0.1
O=C(Cc1csc2ccc(Cl)cc12)OCc1ccccc1,102,-0.4
COc1cccc(-n2c(SCc3cccc(C)c3)nc3c([nH]c4ccccc43)c2=O)c1,111,1
CCOC(=O)c1sc(N2N=C(C)/C(=C\c3ccco3)C2=O)nc1C,102,0
CC(C)OCCCNC(=O)CN1C(=O)CSc2ccc(S(=O)(=O)N3CCOCC3)cc21,113,0.5
COc1cc(NC(=O)C2Cc3ccccc3N2C(=O)c2ccccc2)cc(OC)c1 (stereo not given),101,-1.1
C=C(C)CN(CC)C(=O)CSc1nnc(Cc2cccc3ccccc23)n1N,101,-0.1
Cc1c(Cl)cccc1Nc1nn2c(=O)c3ccc(C(=O)N(C)Cc4ccccc4)cc3nc2s1,106,-0.4
O=C(NS(=O)(=O)NC(=O)c1ccccc1)c1ccccc1,104,0.3
CCc1cc(=O)oc2c(C)c(OC)ccc12,104,0.5
CN(C)S(=O)(=O)c1ccc(C(=O)NCC2CCCO2)cc1 (stereo not given),105,0.4
COc1ccc(-c2cc(C(=O)N3CC(C)OC(C)C3)c3ccccc3n2)cc1OC (stereo not given),103,-0.1
Cc1sc2c(c1C)CN(C(C)(C)C)CN2C(=O)c1ccccc1,103,0.2
COc1ccc(-n2cc(C(=O)NCCN3CCc4ccccc4C3)c3ccccc3c2=O)cc1,101,-0.2
O=C(c1ccccc1)n1cnc2ccccc21,104,0.1
O=C1C2C=CC=CC2=NC(=S)[N+]1=Nc1c(O)[nH]c2ccccc12 (stereo not given),97,-0.6
O=c1[nH]cnc(O)c1Cc1c(O)nc[nH]c1=O,104,0.7
COc1ccccc1/C=C1\CS/C(=C\c2ccccc2OC)C1=O,102,0.2
Cc1cc(C)cc(NC(=O)Cn2c(=O)oc3cc(S(=O)(=O)N4CCCCCC4)ccc32)c1,101,-0.4
Cc1c(C)n(Cc2ccccc2)c2ccc(C(=O)OCCN3CCOCC3)cc12,102,-0.2

# Additional records
SMILES,PV pol inh,PV pol inh FP z-score
Cc1cccc(NC(=O)CSc2ccc(-c3ccccn3)nn2)c1,113,0.9
COc1ccc(C2=NN(C(=O)c3cccnc3)C(c3ccccc3O)C2)cc1 (stereo not given),106,0.4
COC(=O)C1c2sc(=O)[nH]c2SC2C(=O)N(c3ccc(Br)cc3)C(=O)C21 (stereo not given),101,-0.1
CCOc1cc2c(cc1OCC)C(c1c(F)cccc1Cl)CC(=O)N2 (stereo not given),103,-0.5
COc1ccc2c(c1)CCc1sc(NC(=O)c3ccco3)nc1-2,98,-0.5
COc1ccc(CNc2nc3nc4c(c(=O)n3[nH]2)CCC4)cc1OC,101,-0.2
O=C1CC(n2nnnc2-c2ccccc2)C2COC1O2 (stereo not given),109,0.9
COc1ccc(Cl)cc1C(=O)Nc1ccc(-c2nnc3n2CCCCC3)cc1,99,-1.4
O=C(Oc1cccc(-c2cnc3ccccc3n2)c1)c1ccco1,115,1.5
O=S(=O)(c1cccc(C(F)(F)F)c1)N(CCCN1CCOCC1)Cc1cccs1,102,-0.1
CC1CCN(C(=O)c2ccc(S(=O)(=O)N(C)C)cc2)C(C)C1 (stereo not given),102,0.4
CC1CCCC(NC(=O)Cn2c(-c3cccs3)cc3ccccc32)C1C (stereo not given),102,0
COc1cccc(NC(=O)C2CCCN(S(=O)(=O)c3c(C)nn(C)c3C)C2)c1 (stereo not given),104,-1
O=C(COc1ccccc1)OCc1ccccc1F,101,-0.2
NC(=O)c1sc2c(c1N)C(c1ccc(Cl)cc1)C1=C(N2)c2ccccc2C1=O (stereo not given),99,-0.3
Cc1ccc(S(=O)(=O)NC2CCCCC2)c2nsnc12,102,0.4
Cc1[nH]c(=O)[nH]c(=O)c1S(=O)(=O)N1CCCc2ccccc21,102,0.4
CC1CCC(C(C)C)C(OC(=O)CSc2nccc(=O)[nH]2)C1 (stereo not given),104,0.1

# Profiles, quoted from the list.
# Listed for `CC(=O)Nc1ccc(S(=O)(=O)N2CCN(Cc3ccccc3Cl)CC2)cc1` : PV pol inh = 101; PV pol inh FP z-score = 0.1
# Listed for `CCC(=O)OC1=C(C(C)=O)N(Cc2ccccc2)S(=O)(=O)c2ccccc21` : PV pol inh = 114; PV pol inh FP z-score = 1
# Listed for `O=C(/C(=C(\O)c1ccccc1)c1ncc[nH]1)c1ccccc1` : PV pol inh = 103; PV pol inh FP z-score = 0.2

# As entered above.
# For PV pol inh FP z-score, O=C(COc1ccccc1)OCc1ccccc1F is entered as -0.2
# For PV pol inh, COc1cccc(NC(=O)C2CCCN(S(=O)(=O)c3c(C)nn(C)c3C)C2)c1 (stereo not given) is entered as 104
# For PV pol inh FP z-score, COC(=O)C1c2sc(=O)[nH]c2SC2C(=O)N(c3ccc(Br)cc3)C(=O)C21 (stereo not given) is entered as -0.1
# For PV pol inh, CCOc1cc2c(cc1OCC)C(c1c(F)cccc1Cl)CC(=O)N2 (stereo not given) is entered as 103
# For PV pol inh, CC1CCN(C(=O)c2ccc(S(=O)(=O)N(C)C)cc2)C(C)C1 (stereo not given) is entered as 102
# For PV pol inh, O=C1CC(n2nnnc2-c2ccccc2)C2COC1O2 (stereo not given) is entered as 109
# For PV pol inh, COc1ccc2c(c1)CCc1sc(NC(=O)c3ccco3)nc1-2 is entered as 98
